GSH bead fluor: GSH bead compound fluorescence profile. GSH beads flow cytometry, compound fluorescence 488/530 nm; stronger effect = higher value. fluorescence (KMESF) at 10 µM. 190,000 compounds, 0.25% hits. AID 1776; in the data active = fluorescence above about 89;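 also: glutathione beads carrying GST-tagged Bcl family fusion proteins plus one bare bead set; values are compound well signal with DMSO vehicle wells as background; inactives centre near 16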
Bcl-2 Bim block: human Bim-Bcl-2 interaction inhibition | AID 950 | Bead-based flow cytometry, Bim peptide-Bcl-2 binding | 190,000 compounds, 0.06% hits | inhibition, % at 10 µM; in the data active = inhibition above about 40%; inconclusive = no clear call, values can overlap the other calls;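 also: 0% = no compound wells with probe peptide and 100% = reference peptide inhibitor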
Target sequence (P10415 whole entry, looked up): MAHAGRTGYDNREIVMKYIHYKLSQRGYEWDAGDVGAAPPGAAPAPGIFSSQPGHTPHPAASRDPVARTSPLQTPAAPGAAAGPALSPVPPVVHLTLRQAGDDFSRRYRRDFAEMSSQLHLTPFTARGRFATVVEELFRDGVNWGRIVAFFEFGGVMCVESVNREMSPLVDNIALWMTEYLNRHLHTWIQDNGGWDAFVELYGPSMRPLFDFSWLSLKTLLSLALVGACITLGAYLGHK
ABCB1 inh: human ABCB1 inhibition, ABCG2 as counter-screen | P08183 | 190,000 compounds, 0.067% hits | inhibition, % at 6.6 µM | CCRF-Adr cells, JC-1 efflux, flow cytometry; in the data active = inhibition above about 40%;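 also: 0% = vehicle and 100% = reference inhibitor; higher value means more JC-1 retained so stronger ABCB1 efflux block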
ABCG2 block: inhibitors of human ABCG2 transporter, ABCB1 counter-screen | Q9UNQ0 | IgMXP3 cells, JC-1 efflux, flow cytometry | inhibition, % at 6.6 µM | 190,000 compounds, 0.1% hits;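 active = inhibition above 80%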;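 also: 0% = DMSO and 100% = nicardipine control wells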
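Times: 10 min at 25 °C | Test system: Two drug-resistant human cell lines, ABCG2 and ABCB1 | Quantity: 3 million cells/mL final, two lines in 1:1 ratio | Signal: Flow cytometry, 530 nm JC-1 signal | Dosing: Compound at 6.6 µM | Controls: Nicardipine and DMSO wells | Reagent: JC-1 as fluorescent efflux pump substrate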
Bim-Bcl-XL: disrupts Bim peptide binding to human Bcl-XL. bead flow cytometry, fluorescence. inhibition, % at 10 µM. 190,000 compounds, 0.04% hits
Target sequence (Q07817 whole entry, looked up): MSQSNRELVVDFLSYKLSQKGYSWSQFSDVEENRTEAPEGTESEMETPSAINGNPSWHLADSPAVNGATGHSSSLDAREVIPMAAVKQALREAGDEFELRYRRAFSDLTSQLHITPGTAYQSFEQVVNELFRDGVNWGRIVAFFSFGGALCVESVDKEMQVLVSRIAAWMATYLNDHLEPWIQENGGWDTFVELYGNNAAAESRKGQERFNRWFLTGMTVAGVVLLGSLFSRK
Bim-Bcl-B: disrupts Bim peptide binding to human Bcl-B. bead-based flow cytometry. 190,000 compounds, 0.073% hits. AID 951. inhibition, % at 10 µM;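 also: 0% = tracer peptide without compound and 100% = reference inhibitor peptide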
Bcl-W Bim block: human Bim-Bcl-W interaction inhibition | AID 952 | bead-based flow cytometry, Bim peptide-Bcl-W binding | inhibition, % at 10 µM | Q92843 | 190,000 compounds, 0.02% hits;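 also: 0% = bound tracer without compound and 100% = peptide blocker; higher means less fluorescent Bim peptide bound to Bcl-W beads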
RGS7-Gao reg: human RGS7-Galphao interaction regulation; AID 1439; P09471; 220,000 compounds, 0.35% hits; Multiplexed bead flow cytometry, RGS7-Galphao binding; actives lie on both sides; binding response (% of control), % at 10 µM; in the data active = binding response below about 49% or above about 150%; inconclusive = no clear call, values can overlap the other calls; inactive = in between;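 also: fluorescent Galphao held in activated GDP-AlF4 state binding bead-coupled RGS7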
Target sequence (P09471 whole entry, looked up): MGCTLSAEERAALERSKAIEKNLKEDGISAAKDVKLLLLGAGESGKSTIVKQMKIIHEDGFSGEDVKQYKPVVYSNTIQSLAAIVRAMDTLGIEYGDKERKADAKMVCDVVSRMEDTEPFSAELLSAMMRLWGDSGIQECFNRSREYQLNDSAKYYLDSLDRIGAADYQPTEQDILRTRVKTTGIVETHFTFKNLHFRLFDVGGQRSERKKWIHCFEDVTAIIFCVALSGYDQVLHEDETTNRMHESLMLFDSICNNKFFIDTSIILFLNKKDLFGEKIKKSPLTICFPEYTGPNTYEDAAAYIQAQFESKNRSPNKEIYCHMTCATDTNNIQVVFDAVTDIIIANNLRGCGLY
Avidin bead fluor: avidin bead compound fluorescence profile; Avidin beads, compound fluorescence 488/530 nm, flow cytometry; stronger effect = higher value; fluorescence (KMESF) at 10 µM; 220,000 compounds, 0.38% hits; AID 1775; in the data active = fluorescence above about 47; also: inactives centre near 10
Bim-Bfl-1: human Bim-Bfl-1 interaction inhibition. AID 1008. Q16548. 190,000 compounds, 0.12% hits. inhibition, % at 10 µM. Bead-based flow cytometry, Bim-Bfl-1 binding inhibition;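 also: 0% = wells without compound plus tracer and 100% = blocker peptide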
RGS4-Gao reg: human RGS4-Galphao interaction regulation; P09471; Multiplexed bead flow cytometry, RGS4-Galphao binding; actives lie on both sides; binding response (% of control), % at 10 µM; 220,000 compounds, 0.33% hits; AID 1415; in the data active = binding response below about 49% or above about 150%; inactive = in between;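 also: fluorescent Galphao activated with aluminum fluoride binding bead-coupled RGS4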
The depositor's hits bear a star; ? = inconclusive. Rule as the data show it, unless noted: active = inhibition above about 40%.

SMILES	GSH bead fluor	Bcl-2 Bim block	ABCB1 inh	ABCG2 block	Bim-Bcl-XL	Bim-Bcl-B	Bcl-W Bim block	RGS7-Gao reg	Avidin bead fluor	Bim-Bfl-1	RGS4-Gao reg
CCOC(=O)C1CCCN(c2c(NCC3CCCO3)c(=O)c2=O)C1 (stereo unspecified)	27	-13.0	0.3	0.6	-6.0	-9.0	-2.0	97.8	8	-11.0	102.8
Cc1csc(/N=C/c2ccc([N+](=O)[O-])cc2)n1	4	0.0	-0.7	-2.9	-5.0	-5.0	0.0	89.2	7	3.0	92.9
COc1ccc(CNC(=O)COc2ccc(C(=O)c3ccc(F)cc3)cc2)cc1	4	-3.0	1.1	4.5	-4.0	-4.0	-2.0	100.3	10	0.0	101.1
Cc1ccc(C2CC(c3cccs3)=NN2S(=O)(=O)c2ccc(C)cc2)cc1 (stereo unspecified)	11	-11.0	0.7	-7.5	-10.0	-13.0	-8.0	100.1	10	-10.0	102.4
CN(C)C(=O)C1C2NC(=S)N(c3ccccc3)C1(C)Oc1ccccc12 (stereo unspecified)	12	12.0	-4.5	-7.5	-1.0	19.0	0.0	88.1	7	6.0	88.2
COc1cccc(-c2nc(=S)c3c(n2CCCO)CCCC3)c1	42	-7.0	0.1	0.9	-4.0	-13.0	-2.0	104.2	12	-11.0	104.9
CCOc1ccc(C(=O)Nc2ccc(N3CCN(C)CC3)cc2)cc1[N+](=O)[O-]	12	-3.0	0.8	3.5	-1.0	-4.0	-2.0	?	9	-4.0	102.8
COCCNC(=O)c1ccc(N(C)S(=O)(=O)c2ccc(OC)c(OC)c2)cc1	11	0.0	-0.1	-0.1	1.0	-3.0	2.0	93.7	18	-7.0	89.0
O=C(CCCn1c(=O)[nH]c2ccsc2c1=O)N1CCN(c2ccccn2)CC1	30	-1.0	0.1	1.8	0.0	1.0	0.0	101.2	20	0.0	95.6
Cc1ccccc1CNC(=O)CC1C(=O)NCCN1Cc1c(F)cccc1Cl (stereo unspecified)	10	-4.0	-0.5	-0.2	-4.0	-2.0	0.0	103.8	7	-6.0	101.8
COc1ccccc1C(O)(C(=O)NNc1ccccc1C)c1ccccc1OC	12	0.0	1.0	6.8	-4.0	-1.0	0.0	95.7	11	-2.0	98.0
Cc1cc(C(=O)N(C2CCCCC2)C2CCCCC2)no1	14	2.0	1.0	3.4	4.0	3.0	2.0	103.2	13	2.0	104.8
C=CCn1c(CSc2nc3ccccc3s2)nnc1SCC(=O)NCc1cccnc1	22	3.0	1.3	0.7	-4.0	-3.0	-2.0	99.5	20	1.0	104.7
C=CCn1c(SCC(=O)c2[nH]c(C)c(C(=O)OCC)c2C)nc2scc(-c3ccccc3)c2c1=O	9	-4.0	0.1	-2.1	-7.0	-8.0	-7.0	98.4	4	-3.0	98.4
Cc1ccc(S(=O)(=O)N2CCN(C(=O)CCC(=O)NC3CCCc4ccccc43)CC2)cc1 (stereo unspecified)	13	1.0	1.4	1.8	0.0	0.0	-1.0	104.6	12	-2.0	110.3
Cc1cccc(NC(=S)NCc2ccccn2)c1	22	0.0	0.0	0.0	-3.0	-1.0	-2.0	106.7	14	0.0	103.1
O=C(c1ccccc1)N1CCN(CC#CC2(O)CCCCC2)CC1	11	0.0	-0.1	0.4	-1.0	-1.0	0.0	111.9	19	0.0	112.9
Cn1c(=O)c2cc(S(=O)(=O)NCCC(=O)NC3CCCCCC3)ccc2n(C)c1=O	40	-5.0	0.6	1.5	-6.0	0.0	3.0	103.8	7	-9.0	101.5
CC(Oc1ccc(Cl)cc1)C(=O)OCC(=O)Nc1ncc(Cl)cc1Cl (stereo unspecified)	12	3.0	1.1	7.6	1.0	3.0	0.0	100.0	6	2.0	96.6
COC(=O)N/N=C/c1c(C)nn(-c2cccc(Cl)c2)c1Cl	12	-8.0	0.2	6.6	-5.0	-9.0	-3.0	102.0	7	-6.0	101.3
CN(C)/N=C/c1ccc(Sc2ccc([N+](=O)[O-])cc2[N+](=O)[O-])o1	11	1.0	0.9	5.9	-2.0	-7.0	-2.0	101.6	3	-1.0	102.9
CS(=O)(=O)N(CC(=O)N1CCN(c2ccc(F)cc2)CC1)c1ccc(F)c(Cl)c1	5	-2.0	0.4	1.9	-8.0	-10.0	-2.0	98.7	7	-6.0	102.9
O=C(Cc1ccccc1)NCC(=O)OC(c1ccccc1)c1ccccc1	21	0.0	1.5	4.1	-1.0	-2.0	-2.0	100.4	6	-6.0	104.4
Cc1nn(CCCC(=O)Nc2cccnc2)c(C)c1[N+](=O)[O-]	26	-3.0	-0.4	3.9	-2.0	0.0	-2.0	104.0	11	-3.0	101.9
COCCNc1ccc([N+](=O)[O-])cc1C(=O)Nc1cccc(C)n1	20	-1.0	0.4	12.0	0.0	0.0	1.0	?	8	-3.0	97.9
Cc1cc2c(c(=O)n1Cc1ccccn1)C(C(C)C)C(C#N)=C(N)O2 (stereo unspecified)	39	-6.0	0.6	1.6	-4.0	-6.0	4.0	95.3	9	-11.0	96.0
CC1(C)Cc2c(C#N)c(N3CCN(C(=O)c4ccccc4)CC3)nc(Cc3ccccc3)c2CO1	16	-12.0	0.1	-1.5	-5.0	-6.0	-3.0	100.7	7	-9.0	99.5
C=CCOc1ccc2nc(NC(=O)OC)[nH]c2c1	53	-3.0	0.2	4.2	0.0	0.0	0.0	98.8	9	-6.0	100.6
Cc1cc2ccccc2c(=O)n1CC(=O)NCC(=O)N(C)Cc1ccccc1	34	-8.0	0.2	0.1	3.0	-4.0	0.0	98.0	6	-10.0	103.8
O=C1Cc2ccccc2N1c1c(Cl)cccc1Cl	17	4.0	1.6	2.2	-1.0	-2.0	0.0	96.2	18	4.0	98.1
COc1ccc2c(c1)[nH]c1c(=O)n(/N=C/C3C(C)C=C(C)CC3C)c(=O)[nH]c12 (stereo unspecified)	12	-1.0	1.0	6.2	-5.0	0.0	0.0	91.3	7	1.0	94.4
COc1ccc(Cl)cc1-c1nc(SCC(=O)NC(C)C)n[nH]1	7	-1.0	0.3	4.6	-1.0	-3.0	-2.0	103.6	23	-10.0	108.3
CCOc1cccc2sc(=NC(=O)c3ccc(S(=O)(=O)N4CCOCC4)cc3)n(C)c12	20	1.0	0.2	0.6	1.0	-1.0	0.0	104.1	8	-1.0	102.6
O=C1CC(N2CCN(S(=O)(=O)c3ccc(Cl)cc3)CC2)C(=O)N1CCc1ccccc1 (stereo unspecified)	14	-9.0	1.3	5.0	-10.0	-7.0	-5.0	101.1	23	-7.0	104.4
O=c1cc(C(F)(F)F)c2sc(N3CCCCC3)nc2[nH]1	28	0.0	0.4	2.5	-1.0	-1.0	0.0	97.5	8	2.0	99.0
Cc1nc(CS(=O)(=O)c2ccccc2)cc(N2CCOCC2)n1	12	-2.0	0.1	1.2	0.0	0.0	-2.0	101.0	36	0.0	103.6
CCc1nc(N)nc2c1C(=O)CC(C)(C)C2	7	0.0	0.2	1.1	0.0	0.0	3.0	100.0	9	-8.0	103.2
N#CCCN(C(=O)COC(=O)c1cccc(S(=O)(=O)Nc2ccc([N+](=O)[O-])cc2)c1)c1ccccc1	6	4.0	0.0	-3.2	1.0	3.0	2.0	100.2	4	1.0	102.5
CCOC(=O)C1CCN(C(=O)c2ccc3c(SCC(=O)O)c4c(nc3c2)CCCC4)CC1	11	0.0	0.2	0.1	-1.0	-2.0	-2.0	102.9	11	-1.0	102.5
O=C(NCCN1CCCCCC1)C1CCN(S(=O)(=O)N2CCOCC2)CC1	21	-14.0	0.7	3.0	3.0	-10.0	0.0	97.3	14	-18.0	101.2
Cc1cc(C)c(S(=O)(=O)N2CCCCC2)c(C)c1N(C)S(=O)(=O)c1ccc(Cl)cc1	10	2.0	3.2	55.8	-5.0	-1.0	-6.0	95.7	18	0.0	96.6
Cc1c(NC(=O)CN2CC(C)OC(C)C2)c(=O)n(-c2ccccc2)n1C (stereo unspecified)	19	2.0	0.6	0.8	0.0	0.0	-2.0	99.9	9	0.0	100.2
CCc1cc(C(=O)N2CCCC(CCC(=O)N3CCN(c4ccccn4)CC3)C2)no1 (stereo unspecified)	10	-1.0	0.5	1.7	3.0	0.0	-2.0	104.4	11	-5.0	101.2
Cn1ncc(Cl)c1C(=O)Nc1cccnc1	14	-1.0	-0.2	4.4	3.0	-2.0	1.0	97.7	6	1.0	95.6
CC(=O)Nc1ccc(S(=O)(=O)Nc2ccc(C)c([N+](=O)[O-])c2)cc1	14	0.0	0.2	-0.1	-3.0	-1.0	0.0	99.7	12	-1.0	92.5
c1cc2c(cc1-c1csc(NNC3=NCCCCC3)n1)OCCO2	10	5.0	-0.5	7.0	-1.0	-28.0	-5.0	97.4	9	21.0	99.0
Cc1ccccc1C(O)c1ccncc1 (stereo unspecified)	22	-5.0	0.2	0.9	-5.0	-2.0	4.0	100.5	30	-11.0	101.6
CCN(CC)c1ccc(C2C(C(=O)OCCOC(C)C)=C(C)NC3=C2C(=O)CCC3)cc1 (stereo unspecified)	31	6.0	0.3	3.1	3.0	2.0	6.0	95.7	4	6.0	96.1
O=C(CSc1nnc(Nc2ccccc2)s1)NCCN1C(=O)CSC1=O	11	-5.0	-0.4	1.9	-8.0	-6.0	-4.0	100.7	21	-4.0	101.1
CCOC(=O)N1CCC(NC(=O)c2sc3nc4n(c(=O)c3c2C)CCCC4)CC1	11	0.0	0.3	2.9	-1.0	-2.0	3.0	98.2	21	-8.0	100.2
COc1ccc(C(=O)NC(=S)Nc2cccnc2)cc1[N+](=O)[O-]	13	0.0	1.3	5.6	-3.0	-3.0	0.0	?	11	-3.0	101.6
Cn1c(N/N=C/c2cccs2)cc(=O)n(C)c1=O	25	-8.0	0.6	1.2	5.0	-7.0	-2.0	99.5	14	-12.0	94.1
CCn1c2ccccc2c2cc(NC(=S)N3CCOCC3)ccc21	16	-1.0	4.7	7.1	2.0	-1.0	2.0	99.8	36	2.0	97.0
Cc1nnc(SCC(=O)Nc2cc(-c3cc(C)c(C)cc3C)nn2-c2ccccc2)s1	9	-3.0	7.0	63.8	-4.0	-3.0	-4.0	101.4	15	2.0	105.5
c1ccc2c(c1)nc1n2CCN1	23	-36.0	0.2	0.6	-2.0	5.0	4.0	97.2	4	2.0	98.9

Random draw from the library; any-hit rate near 1.3%.
